Screening results: PubChem, National Center for Advancing Translational Sciences (NCATS)
FLuc modulator: qHTS profiling assay for firefly luciferase inhibitor/activator using purifed enzyme and Km concentrations of substrates (counterscreen for miR-21 project); Luciferin 4-monooxygenase (Photinus pyralis), P08659; purified FLuc, Km substrates, luminescence inhibition; Potency, µM (doses to about 57.5 µM), inactives show at the highest dose activity change, negative = inhibition, actives largely listed as inhibitors; actives 6.9% (n = 360,000); active means well fitted inhibition curve with a large enough effect; inconclusive means small, poorly fitted or top-dose-only effect;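 further: plate controls were vehicle for no effect and reference inhibitor for full effect; nearly all actives have a fitted effect of over 55% in size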
Target sequence (P08659 whole entry, looked up): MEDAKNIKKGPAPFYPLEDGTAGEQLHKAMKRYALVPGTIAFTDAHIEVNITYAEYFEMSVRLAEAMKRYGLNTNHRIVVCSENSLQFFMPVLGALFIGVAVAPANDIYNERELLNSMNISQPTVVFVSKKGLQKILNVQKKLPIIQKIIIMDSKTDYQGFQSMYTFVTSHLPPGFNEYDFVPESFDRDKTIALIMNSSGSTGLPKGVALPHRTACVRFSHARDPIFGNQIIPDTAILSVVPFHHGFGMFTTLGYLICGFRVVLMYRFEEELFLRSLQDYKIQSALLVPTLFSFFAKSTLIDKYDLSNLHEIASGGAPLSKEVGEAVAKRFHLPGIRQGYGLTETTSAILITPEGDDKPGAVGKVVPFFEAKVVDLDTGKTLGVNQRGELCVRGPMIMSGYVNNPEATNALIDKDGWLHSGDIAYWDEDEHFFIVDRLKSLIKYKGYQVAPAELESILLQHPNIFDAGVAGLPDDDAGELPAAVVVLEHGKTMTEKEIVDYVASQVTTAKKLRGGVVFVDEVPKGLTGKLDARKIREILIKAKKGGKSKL
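Biochemical qHTS of compounds, final roughly 60 µM downward over six points, against 10 nM purified firefly luciferase using Km concentrations of substrates (10 uM D-luciferin, 10 uM ATP) in Tris acetate pH 7.5 buffer; luminescence output.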
Numbers without * were called inactive. Potency means the concentration at half of the fitted maximal effect.

CCC(=O)N1CCc2cc(S(=O)(=O)NCCC(=O)Nc3cc(C)ccc3OC)ccc21 was read as FLuc modulator -9%.
For CCCCOC(=O)c1ccc(NC(=O)c2cc3c(=O)n4cccc(C)c4nc3s2)cc1 the results were FLuc modulator -1%.
`CCOc1ccc(CCNC(=O)C2CCN(C(=O)N3CC(CC)Oc4ccc(C)cc43)CC2)cc1` (stereo unspecified) gave FLuc modulator -9%.
`COc1ccc(Cl)cc1N(C)C(=O)c1ccc2c(=O)n3c(nc2c1)CCCCC3` gave FLuc modulator 1%.
Screening O=C1CCc2cc(S(=O)(=O)NC(C(=O)Nc3ccc(F)cc3)c3ccccc3)ccc2N1 (stereo unspecified) returned FLuc modulator 4%.
Screening CCCC(=O)N1CCc2cc(OC)c(OC)cc2C1COc1ccc2c(C)cc(=O)oc2c1 (stereo unspecified) returned FLuc modulator 1%.
Screening O=C(Cn1ncn2c(cc3cc(F)ccc32)c1=O)NC1CCCCC1 returned FLuc modulator 4%.
`CCOc1ccccc1NC(=O)c1ccc(C(=O)Nc2ccccc2OCC)cc1` gave FLuc modulator -1%.
Screening CCN(CC)C(=O)c1sc2c(c1C)c(=O)n(CCc1ccccc1)c(=O)n2Cc1cc(C)ccc1C returned FLuc modulator 0%.
For Cc1ccc(C)c(NC(=O)CN(C)S(=O)(=O)c2cccc3nsnc23)c1 the results were FLuc modulator -1%.
CSc1nc2sc3c(c2c(=O)n1-c1ccccc1C)CCCC3 was read as FLuc modulator inconclusive.
Cc1ccc(-c2nnc3c4ccccc4c(-c4ccccc4)nn23)cc1 was read as FLuc modulator -3%.
For Cc1cccc(NC(=O)c2cccc(N3CCCS3(=O)=O)c2)c1 the results were FLuc modulator inconclusive.
Screening COc1cc(F)c(S(=O)(=O)Nc2c(C)n(C)n(-c3ccccc3)c2=O)cc1OC returned FLuc modulator 0%.
Screening O=C(Nc1ccccc1C(F)(F)F)N1CCOc2ccc(Cl)cc21 returned FLuc modulator -11%.
For COc1ccc(OCC(=O)Nc2nc(-c3ccc(Br)cc3)ns2)cc1 the results were FLuc modulator 11µM*.
`Cc1ccc(N(C)C(=O)c2noc3c2CCCCC3)cc1C` gave FLuc modulator -2%.
`CCOC(=O)c1c(NC(=O)COc2ccccc2Br)sc2c1CCCCC2` gave FLuc modulator -17%.
Screening Cc1nc(SCC(=O)OC(C)(C)C)c2c3c(sc2n1)CCCC3 returned FLuc modulator -5%.
`O=C(Nc1ccc(F)cc1)c1ccc2c(c1)NC(=O)c1ccccc1S2` gave FLuc modulator -3%.
Screening O=C(NCc1ccccc1F)C(=O)NCC(c1ccc2c(c1)OCO2)N1CCOCC1 (stereo unspecified) returned FLuc modulator -1%.
`O=C(CCCn1ccc2cc(S(=O)(=O)N3CCCC3)ccc21)NCc1ccc(Cl)cc1` gave FLuc modulator -18%.
`Cc1nn2c(=O)cc(COC(=O)c3ccc(NC(=O)C4CCCCC4)cc3)nc2s1` gave FLuc modulator -2%.
Screening CC(=O)C1=C(c2cccc([N+](=O)[O-])c2)N(C(C)=O)n2c(nnc2-c2ccc(C)cc2)S1 returned FLuc modulator -1%.
CCc1cccc(NC(=O)CN(C)S(=O)(=O)c2ccc3[nH]c4c(c3c2)CCCC4)c1 was read as FLuc modulator -19%.
For Cc1cccc(CSc2nc3ccncc3n2CC(=O)N(C)C2CCCCC2)c1 the results were FLuc modulator -11%.
Screening Cc1cc(C)cc(NC(=O)c2ncn(-c3ccccc3)n2)c1 returned FLuc modulator inconclusive.
For Cn1c(=NC(=O)c2ccc(F)cc2)sc2cc(Br)ccc21 the results were FLuc modulator -5%.
For CCOc1ccc(NC(=O)CCS(=O)(=O)c2ccc(Br)s2)cc1 the results were FLuc modulator -1%.
For CC(C)(C)OC(=O)N1CCC(c2c(C(=O)N3CCN(Cc4ccccc4)CC3)cnn2-c2ccc(Cl)cc2)CC1 the results were FLuc modulator -7%.
For Cc1nn(CC(=O)NCc2ccccc2Cl)c(=O)c2cccn12 the results were FLuc modulator 2%.
Screening CSc1ncc(Cl)c(C(=O)Nc2ccc(S(=O)(=O)N3CCCC(C)C3)cc2)n1 (stereo unspecified) returned FLuc modulator 6%.
`O=C(Nc1ccc(Cl)c(C(F)(F)F)c1)C(Cc1ccccc1)NS(=O)(=O)c1cccc2nsnc12` (stereo unspecified) gave FLuc modulator -16%.
For CC(C)c1cnc2c(c1SCC(=O)Nc1cccc(F)c1)c(=O)n(C)c(=O)n2C the results were FLuc modulator -11%.
For CCc1ccc(-c2nn(CC(=O)NC3CCCCC3)c3c2cnc2ccc(OC)cc23)cc1 the results were FLuc modulator 0%.
For Cc1ccc(NC(=O)Cc2coc3ccc(C(C)C)cc23)c(C)c1 the results were FLuc modulator -6%.
Screening CCOc1ccc(CNC(=O)CN2N=C(c3ccccc3)CCC2=O)cc1OC returned FLuc modulator 0%.
Screening COc1cccc(CNC(=O)c2nn(-c3ccccc3Cl)nc2CO)c1 returned FLuc modulator -10%.
CCc1ccc(NC(=O)C2(c3cccs3)CCOCC2)cc1 was read as FLuc modulator -10%.
`O=C(c1noc2c1CCCCC2)N1CCN(c2cccc(Cl)c2)CC1` gave FLuc modulator 5%.
`COc1ccc(NC(=O)c2oc3c(c2C)-c2nn(Cc4c(F)cccc4Cl)cc2CC3)c(OC)c1` gave FLuc modulator 1%.
For CCCc1nnc(NC(=O)Cc2coc3c(C)c(C)ccc23)s1 the results were FLuc modulator 1%.
Screening Cc1ccc(-n2c(C)cc(C(=O)C(=O)Nc3ccccc3)c2C)c(C)c1 returned FLuc modulator 5%.
CN(Cc1ccccc1)C(=O)c1cccc(NC(=O)c2nsc3ccccc23)c1 was read as FLuc modulator 9.5µM*.
COc1ccc(NC(=O)C2CCCN(S(=O)(=O)c3ccc(Br)s3)C2)cc1 (stereo unspecified) was read as FLuc modulator -7%.
For O=S(=O)(Nc1cccc(Cl)c1)c1ccc2[nH]c3c(c2c1)CCCCCC3 the results were FLuc modulator -17%.
Screening COc1ccc(Cl)cc1S(=O)(=O)NCc1ccc2c(c1)CCN2C(=O)c1cccc(C)c1 returned FLuc modulator 3%.
For COc1cccc(Cn2c(SCc3ccc(C(=O)N4CCC(C)CC4)cc3)nc3ccncc32)c1 the results were FLuc modulator inconclusive.
For COc1ccc(C2NC(=O)NC(C)=C2C(=O)Nc2ccccc2)cc1OC (stereo unspecified) the results were FLuc modulator -4%.
For COc1ccccc1N1CCN(C(=O)COc2ccccc2C#N)CC1 the results were FLuc modulator -5%.
`CN1CCN(C(=O)C(=O)Nc2c3c(nn2-c2ccc(Cl)cc2)CSC3)CC1` gave FLuc modulator -4%.
Screening CCc1nn2c(=O)c(S(=O)(=O)Nc3ccc(OC)c(Cl)c3)c(C)nc2s1 returned FLuc modulator -9%.
Cc1cc(C)nc(NS(=O)(=O)c2ccc(NC(=O)COc3ccc(C(C)(C)C)cc3)cc2)n1 was read as FLuc modulator 11µM*.
COc1ccc(CNC(=O)c2cnc(N(C)C)nc2)cc1 was read as FLuc modulator -1%.
CCn1cc(S(=O)(=O)c2ccc(C)cc2C)c(=O)c2cc(F)c(N3CCCCC3)cc21 was read as FLuc modulator -2%.
For Cc1ccccc1NC(=O)c1c(C)oc2ccc(O)c(CN3CCOCC3)c12 the results were FLuc modulator -6%.
`Cc1ccccc1Cn1c(-c2cccs2)nc2ccccc21` gave FLuc modulator inconclusive.
Screening COc1ccc(OC)c(NC(=O)c2cccn2-c2nnc(N3CCCCC3)s2)c1 returned FLuc modulator inconclusive.
Cc1cccc(N2CCN(S(=O)(=O)c3ccc4oc(=O)c5ncn(C)c5c4c3)CC2)c1C was read as FLuc modulator -1%.
For Cc1ccc2nc(-c3c[nH]c4ccccc34)c(Nc3ccc(F)cc3)n2c1 the results were FLuc modulator 6%.
CCCCOc1ccc(CNC(=O)CN2C(=O)CCn3nc(-c4cn(C)c5ccccc45)cc32)cc1 was read as FLuc modulator -5%.
For CCCc1nnc(NC(=O)c2cc(=O)c3cc(C)c(C)cc3o2)s1 the results were FLuc modulator 12µM*.
For CCOC(=O)c1cccc(NC(=O)N2CC(CC)Oc3ccccc32)c1 (stereo unspecified) the results were FLuc modulator 1%.
`CCOC(=O)c1cc2c(=O)n3ccccc3nc2n(Cc2ccco2)c1=NC(=O)c1ccc(F)cc1` gave FLuc modulator 0%.
`COC(=O)c1ccccc1NC(=O)c1ccc(COc2ccccc2Cl)o1` gave FLuc modulator 1%.
`COc1ccc(-c2onc(C)c2C)cc1S(=O)(=O)NCC1CCN(Cc2cccc(F)c2)CC1` gave FLuc modulator 3%.
Screening COc1ccc(C(=O)NCc2nnc(SCC(=O)Nc3ccc(C)cc3)n2-c2ccccc2)cc1 returned FLuc modulator -2%.
CCC(=O)N1CCc2cc(Br)cc(S(=O)(=O)CCC(=O)Nc3ccc(CC)cc3)c21 was read as FLuc modulator -1%.
For O=C(CSc1nncn2c1cc1sccc12)Nc1ccccc1C(F)(F)F the results were FLuc modulator -6%.
Screening CCc1ccc2c(c1)NC(c1cccnc1)=NC(c1ccc(C(C)(C)C)cc1)=N2 returned FLuc modulator -10%.
For CN(Cc1ccccc1)C(=O)C1CCN(Cc2cc3ccccc3n2Cc2ccccc2)CC1 the results were FLuc modulator -2%.
`O=C(CCS(=O)(=O)c1ccccc1)N(Cc1cccnc1)c1nc2ccc(F)cc2s1` gave FLuc modulator -4%.
`CC(C)NC(=O)C(c1ccccc1)N1Cc2ccccc2C1=O` (stereo unspecified) gave FLuc modulator -7%.
COc1ccc(-c2cc(C(=O)Nc3ccc(C#N)cc3)no2)cc1 was read as FLuc modulator -5%.
COc1ccc(CNC(=O)c2cccc(N3CCCS3(=O)=O)c2)cc1OC was read as FLuc modulator 4%.
Screening Cc1cc(O)c(C(c2ccccc2)N2CCN(c3ccccc3F)CC2)c(=O)n1Cc1ccco1 (stereo unspecified) returned FLuc modulator -14%.

Molecules shown so far with a thiophene ring, fused or not:
For CCCCOC(=O)c1ccc(NC(=O)c2cc3c(=O)n4cccc(C)c4nc3s2)cc1 the results were FLuc modulator -1%.
Screening CCN(CC)C(=O)c1sc2c(c1C)c(=O)n(CCc1ccccc1)c(=O)n2Cc1cc(C)ccc1C returned FLuc modulator 0%.
CSc1nc2sc3c(c2c(=O)n1-c1ccccc1C)CCCC3 was read as FLuc modulator inconclusive.
`CCOC(=O)c1c(NC(=O)COc2ccccc2Br)sc2c1CCCCC2` gave FLuc modulator -17%.
Screening Cc1nc(SCC(=O)OC(C)(C)C)c2c3c(sc2n1)CCCC3 returned FLuc modulator -5%.
For CCOc1ccc(NC(=O)CCS(=O)(=O)c2ccc(Br)s2)cc1 the results were FLuc modulator -1%.
CCc1ccc(NC(=O)C2(c3cccs3)CCOCC2)cc1 was read as FLuc modulator -10%.
COc1ccc(NC(=O)C2CCCN(S(=O)(=O)c3ccc(Br)s3)C2)cc1 (stereo unspecified) was read as FLuc modulator -7%.
`Cc1ccccc1Cn1c(-c2cccs2)nc2ccccc21` gave FLuc modulator inconclusive.
For O=C(CSc1nncn2c1cc1sccc12)Nc1ccccc1C(F)(F)F the results were FLuc modulator -6%.

Not all compounds are listed; count on the stated rates, not on these rows.
